Screens: PubChem, National Center for Advancing Translational Sciences (NCATS)
GAA glycogen: inhibitors or activators of human alpha-glucosidase glycogen cleavage | Potency, µM (titrated, usually from 76.4 µM), for inactives: at the highest dose activity change, negative = inhibition, hits mostly inhibitors | P10253 | recombinant GAA, glycogen substrate, Amplex Red glucose oxidase fluorescence | actives 0.38% (n = 300,000) | AID 2100; active = well fitted inhibition curve with a large enough effect;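 note: 0% = full enzyme reaction and -100% = no-enzyme basal signal; the screen sought inhibitors and activators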
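Recombinant enzyme (4 nM final) with compounds titrated up to 77 uM and bovine liver glycogen (30 ug) in citrate pH 5.0, 0.01% Tween-20, 37 C 40 min. Released glucose detected by Amplex Red/glucose oxidase (Ex 573/Em 610); AC50 from Hill fits.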
Starred values were filed as active, the others as inactive; [ ] = another dose, or the depositor's remark. Potency is the fitted concentration of half-maximal effect.

GAA glycogen | Compound
3%[76.3 µM] | CC1CCCN(S(=O)(=O)c2cccc([N+](=O)[O-])c2)C1 (centres undefined)
-9%[76.3 µM] | CCN(c1ccc(C)cc1)S(=O)(=O)c1nnc(NC(=O)c2ccco2)s1
10%[76.3 µM] | [2H]C(CCOS(N)(=O)=O)c1ccc(C(C)(C)C)cc1 (centres undefined)
-1%[76.3 µM] | CCN1C(=NCCc2ccc([N+](=O)[O-])cc2)N[C@@H](c2ccccc2)[C@H](C(=O)OC)[C@H]1C
2% | COc1ccccc1CNC(=O)C1CCC(CNS(=O)(=O)c2ccc(NC(C)=O)cc2)CC1 (centres undefined)
-18%[76.3 µM] | CCOC(=O)N1CCN(CC(O)COc2ccc3c(c2)CCC3)CC1 (centres undefined)
8%[76.3 µM] | CCOc1ccc(CCNC(=O)c2cc(C)on2)cc1OCC
12%[76.3 µM] | Cc1c(NC(=S)NC(=O)c2ccccc2Cl)c(=O)n(-c2ccccc2)n1C
-18% | COc1ccc(NC(=O)n2ncc3c(C)cccc32)cc1
1% | CCCCN(C)CCN1C(=O)C2C(C(=O)Nc3ccc(C)cc3)C3C=CC2(O3)C1C(=O)NC1CCCCC1 (centres undefined)
0%[76.3 µM] | Cc1ccc(OC(C)C(=O)Nc2ccccc2C(=O)N2CCOCC2)cc1 (centres undefined)
1%[76.3 µM] | CCCN1CCN(CCCNC(=O)CN2C(=O)c3cccnc3Oc3ccc(Cl)cc32)CC1
-12%[76.3 µM] | COc1cc(OC)c(NC(=O)C2CCN(S(=O)(=O)c3ccc4c(c3)CC(C)N4C(C)=O)CC2)cc1Cl (centres undefined)
-6%[76.3 µM] | c1ccc(C2Nc3cccc4cccc(c34)N2)cc1
9% | COc1ccc(OC)c(NC(=O)C2CCCN(S(=O)(=O)c3ccc(-n4cnnn4)cc3)C2)c1 (centres undefined)
-5%[76.3 µM] | O=C(Cc1ccccc1F)Nc1ccccc1N1CCCC1
-1%[76.3 µM] | NS(=O)(=O)c1ccc(NC(NC(=O)c2cccnc2)C(Cl)(Cl)Cl)cc1 (centres undefined)
6% | CCN(CC)CCCNc1nc2ccccc2c2nc(-c3ccncc3)nn12
6% | N[C@@H](Cc1ccccc1)C(=O)N1CCC(C(=O)NCC(=O)NCC(=O)O)CC1
4%[76.3 µM] | COc1cc(C(=O)Nc2nnc(C3=COCCO3)o2)cc(OC)c1OC
3% | O=C(NN1C(=O)/C(=C/c2ccc(O)cc2)SC1=S)c1ccccc1O
-11%[76.3 µM] | CCN1CCN(CCC(=O)Nc2ccccc2)CC1
-7% | COc1ccc(NC(=O)C2CCCNC2=O)cc1 (centres undefined)
-7%[76.3 µM] | COc1ccc(CNC(=O)c2c(O)c3cc(OC)c(OC)cc3[nH]c2=O)cc1OC
-2%[76.3 µM] | O=C(CCc1ccccn1)N1CCCC(N2CCN(c3ccc(F)cc3)CC2)C1 (centres undefined)
-2%[76.3 µM] | CC(C)Oc1cccc(C(=O)C2CCCN(C(=O)c3ccccn3)C2)c1 (centres undefined)
-5% | O=C(NC1CCN(C(=O)Nc2cccc(Cl)c2)CC1)C1CCCCC1
2% | COc1ccc(NC(=O)COc2ccccc2Cc2ccccc2)cc1S(N)(=O)=O
2% | O=C1c2cccc3c(O)ccc(c23)C(=O)N1c1ccc(Cl)cc1
1%[76.3 µM] | CCN(CC)c1ccc(S(=O)(=O)N2CCOCC2)cc1NC(=O)COC(=O)COc1ccccc1C
3%[76.3 µM] | O=C(CS(=O)(=O)c1cn(CC(=O)N2CCOCC2)c2ccccc12)NCc1ccc(F)cc1
1% | Fc1ccc(OCc2cc(-c3ccccc3)no2)cc1
3% | O=C(Cn1nc(C(=O)O)c2ccccc2c1=O)Nc1cccc(Br)c1
1% | C/C(=N/NC(=O)c1cccc(N2CCCC2=O)c1)c1ccc(Br)cc1
2%[76.3 µM] | Cc1ccc(SCC(=O)N/N=C/c2ccco2)cc1
-27%[76.3 µM] | CC(=O)N(CCN(C)C)c1nc2cc3c(cc2s1)OCCO3
-1%[76.3 µM] | CCOc1ccc(N(CC(=O)Nc2ccc(C)c(F)c2)C2=NC3CS(=O)(=O)CC3S2)cc1 (centres undefined)
-8%[76.3 µM] | COc1ccc(N2CCN(C(=O)c3ccc4c(=O)n(Cc5ccc6c(c5)OCO6)c(=O)[nH]c4c3)CC2)cc1
1%[76.3 µM] | Cc1ccc(OCC(=O)NC(=S)Nc2ccc(S(=O)(=O)Nc3cc(C)on3)cc2)c(Br)c1
12%[76.3 µM] | Cc1cc(C)n(-c2ccc(NC(=O)C3CCN(Cc4cc(C)c(C)o4)CC3)cc2)n1
3% | COc1ccc(NC(=O)CSc2nc(C3CC3)nc3ccccc23)cc1
-1%[76.3 µM] | Cn1c(SCC(=O)NCc2ccco2)nnc1C1CCCC1
3% | O=C(NC12CC3CC(CC(C3)C1)C2)C1CCCN1C(=O)Nc1ccccc1 (centres undefined)
-3%[76.3 µM] | Cc1cc(Cl)cc2sc(NC(=O)C3CC3)nc12
0%[76.3 µM] | COc1ccc(NC(=O)CSc2nnnn2-c2ccccc2OC)c(OC)c1
4% | COc1cccc(C(=O)N/N=c2/oc3ccccc3cc2C(N)=O)c1
-8% | CC(C)CNc1nc(N)c([N+](=O)[O-])c(N2CCCCCC2)n1
-1%[76.3 µM] | Cc1cc(OCc2cc(C(=O)N(C)C3CCOC3)no2)cc(C)c1Cl (centres undefined)
16%[76.3 µM] | Cn1nccc1C(=O)OCC(=O)Nc1ccccc1Cl
0%[76.3 µM] | CCCCCCCN1C(Nc2ccccc2)=NC[C@@H]1CC(C)C

Later entries.
GAA glycogen | Compound
2% | COc1ccc(OC)c(NC(=O)c2cccc(S(=O)(=O)N3CCN(C(C)=O)CC3)c2)c1
-16% | COc1ccc(N2CCN(c3nccs3)CC2)cc1
-8%[76.3 µM] | CCCn1c(=O)c(C(=O)NNC(=O)c2cccc([N+](=O)[O-])c2)c(O)c2ccccc21
-9% | O=C(CCl)N1CCN(CC(=O)N2CCCC2)CC1
1% | O=S(=O)(NC1CCCC1)c1ccc(-n2cnnn2)cc1
5%[76.3 µM] | O=C1NC(c2ccc(Cl)cc2Cl)Oc2ccccc21 (centres undefined)
-2%[76.3 µM] | COc1ccc(NC(=O)N2C3CCCC2CC(NC(=O)C2CC2)C3)cc1 (centres undefined)
-12%[76.3 µM] | CCOCCCNC(=S)N(CCCN(C)C)Cc1cc2cc3c(cc2[nH]c1=O)OCCO3
-5%[76.3 µM] | CC(=O)NC1c2ccccc2C(=O)N1Cc1ccccc1 (centres undefined)
-19%[76.3 µM] | CC(C)C[C@H](N)C(=O)N1CCC(C(=O)N[C@H](C(=O)NC(C)c2ccccc2)C(C)C)CC1 (some centres undefined)
2%[76.3 µM] | Cc1ccc(N(CC(=O)NCc2ccccc2Cl)S(=O)(=O)c2c(C)noc2C)cc1
-7% | COc1ccccc1C(=O)N/C(=C/c1ccco1)C(=O)Nc1ccc(C(=O)O)cc1
6% | C=C1CCC[C@]2(C)C[C@H]3OC(=O)C(CNC(C)CC)[C@H]3CC12 (some centres undefined)
14%[76.3 µM] | COC(=O)c1cc(S(=O)(=O)N2CCCC2)c(Cl)cc1Cl
-8%[76.3 µM] | CN1CCN(C(=O)C2CCCN(S(=O)(=O)c3ccc(Br)cc3)C2)CC1 (centres undefined)
5% | COc1ccc(C(=O)OCC(=O)NC2CCCC2)c(OC)c1
1%[76.3 µM] | CC1CCN(C(=O)CNC(=O)CNS(=O)(=O)c2ccccc2)CC1
-2% | O=[N+]([O-])c1ccc(/C=[N+](\[O-])[C@@H]2CCCC[C@@H]2/[N+]([O-])=C/c2ccc([N+](=O)[O-])o2)o1
1%[76.3 µM] | Cc1cc(C)c2c(n1)SCC(=O)N2CC(=O)Nc1ccc(Br)c(C)c1
-4%[76.3 µM] | CC(=O)N/N=C\c1cccc(OC/C=C/c2ccccc2)c1
1%[76.3 µM] | COc1ccccc1C(=O)NC(C)c1ccc(-n2ccnc2)cc1 (centres undefined)
5% | Clc1ccc(-c2[nH]ncc2N=Nc2ccccc2)cc1
-3%[76.3 µM] | COC(=O)C1=CN(c2ccc(F)cc2)C=C(C(=O)OC)C1c1cccc(Br)c1
-3%[76.3 µM] | CC(C)(C)n1c(O)c2ccc(C(=O)N=NC(=O)c3ccccc3)cc2c1O
-3% | CCOC(=O)c1ccc2c(c1)N(C)C(=O)c1ccccc1S2

An excerpt from above in order of their number in GAA glycogen, low to high:
GAA glycogen | Compound
-3% | CCOC(=O)c1ccc2c(c1)N(C)C(=O)c1ccccc1S2
-2% | O=[N+]([O-])c1ccc(/C=[N+](\[O-])[C@@H]2CCCC[C@@H]2/[N+]([O-])=C/c2ccc([N+](=O)[O-])o2)o1
1% | O=S(=O)(NC1CCCC1)c1ccc(-n2cnnn2)cc1
6% | C=C1CCC[C@]2(C)C[C@H]3OC(=O)C(CNC(C)CC)[C@H]3CC12 (some centres undefined)

The list continues:
GAA glycogen | Compound
-10%[76.3 µM] | CCOc1ccccc1NC(=O)CSc1nc2ccccc2nc1N1CCCC1
0% | COc1ccc(CNc2cc(C)ccn2)c(O)c1
0%[76.3 µM] | O=C(COC(=O)Cc1cccs1)NCc1ccc(F)cc1
18%[76.3 µM] | Cn1c(-c2ccncc2)nc2ccccc21
1%[76.3 µM] | Cc1cc(C)c(S(=O)(=O)N2CCCC(C(=O)NCc3cccnc3)C2)c(C)c1 (centres undefined)
3% | COn1c(=O)c(-c2ccccc2)[n+]([O-])c2ccccc21
-7%[76.3 µM] | CCCN1CCC(=O)N(CCO)CC1
2%[76.3 µM] | Nn1c(SCC(=O)Nc2ccc3c(c2)OCCO3)nnc1-c1ccncc1
-24% | CCOc1ccccc1NC(=O)CCNC(=O)c1ccco1
2%[76.3 µM] | COc1ccc(C)cc1NS(=O)(=O)c1ccc2c(c1)N(C)CCO2
2%[76.3 µM] | COc1cccc(C(=O)Nc2ccc3c(c2)C(=O)NC3=O)c1
-5%[76.3 µM] | Cc1noc(C)c1COc1ccccc1C(=O)NCCc1ccc(S(N)(=O)=O)cc1
6%[76.3 µM] | O=C(CCS(=O)(=O)c1ccc(Cl)cc1)NCCC1=CCCCC1
-5% | CC(C)(C)OC(=O)N[C@@H](Cc1ccccc1)C(=O)N1CCC(C(=O)N[C@@H](Cc2c[nH]c3ccccc23)C(=O)O)CC1
0%[76.3 µM] | Cn1cc(CN2CCCC(C(=O)Nc3cccc(-c4cc5ccccc5[nH]4)c3)C2)cn1 (centres undefined)
-2%[76.3 µM] | Cc1cc(F)ccc1S(=O)(=O)N1CCCOC1CNC(=O)C(=O)NCc1ccc2c(c1)OCO2 (centres undefined)
7%[76.3 µM] | COc1ccc(N(CC(=O)Nc2ccccc2OC)S(=O)(=O)c2ccccc2)cc1Cl
-12%[76.3 µM] | CSc1ccccc1OCc1cc(C(=O)N(C)Cc2nonc2C)no1
-4% | O=C(CSc1nccc(=O)[nH]1)Nc1cc(C(F)(F)F)ccc1N1CCOCC1
0%[76.3 µM] | Cc1cc(CN(C)C(=O)c2ccc(OC3CCN(S(=O)(=O)N(C)C)CC3)cc2)n[nH]1
-21%[76.3 µM] | CCc1c(C2(O)CCCCC2)[nH]c2ccc(C(F)(F)F)cc12
-4% | COc1ccc(Cl)cc1NC(=O)CN1CCN(S(=O)(=O)N2CCC(C)CC2)CC1
-20%[76.3 µM] | Cc1ccc(C(=O)c2c3ccc(N)cc3nn2CCC(N)=O)cc1
-4% | COc1cccc(C(=O)NC2CCN(CC(=O)NCc3ccccc3F)CC2)c1
0% | Cc1cccc(NC(=O)/C(C#N)=C/c2ccccc2Cl)n1

Four records picked at random from those above:
GAA glycogen | Compound
-10%[76.3 µM] | CCOc1ccccc1NC(=O)CSc1nc2ccccc2nc1N1CCCC1
7%[76.3 µM] | COc1ccc(N(CC(=O)Nc2ccccc2OC)S(=O)(=O)c2ccccc2)cc1Cl
-12%[76.3 µM] | CSc1ccccc1OCc1cc(C(=O)N(C)Cc2nonc2C)no1
-2%[76.3 µM] | Cc1cc(F)ccc1S(=O)(=O)N1CCCOC1CNC(=O)C(=O)NCc1ccc2c(c1)OCO2 (centres undefined)

Sorted by molecular weight (falling): 3 of the compounds above.
GAA glycogen | Compound
-4% | COc1ccc(Cl)cc1NC(=O)CN1CCN(S(=O)(=O)N2CCC(C)CC2)CC1
0% | COc1ccc(CNc2cc(C)ccn2)c(O)c1
-7%[76.3 µM] | CCCN1CCC(=O)N(CCO)CC1

Next compounds
GAA glycogen | Compound
3% | CCCCc1c(C)nc2nc(SCc3ccc(Cl)cc3)[nH]n2c1=O
-10% | CC(=O)Nc1ccc(S(=O)(=O)Nc2ccc(S(=O)(=O)Nc3ncccn3)cc2)cc1
5%[76.3 µM] | COC(=O)C1(CCSC)NC(c2ccc(OC)cc2OC)C2C(=O)N(c3cccc(C(C)=O)c3)C(=O)C21 (centres undefined)
-1% | Cc1c(CCC(=O)NCCC(=O)O)c(=O)oc2c(C)c3oc4c(c3cc12)CCCC4
7%[76.3 µM] | COc1cccc(N(C(=O)c2snc(C(N)=O)c2N)C(C(=O)NCc2ccccc2)c2ccc(O)cc2)c1 (centres undefined)
3% | Cc1ccc(CNC(=O)c2cc(=O)c3ccc(C)cc3o2)cc1
1% | Cc1onc(-c2ccccc2)c1C(=O)OCCOc1ccccc1F

Only part of the results is shown; count on the stated rates, not on these rows.
